# Insulin prom inh: TRM-6 insulin promoter activity inhibition. TRM-6 cells (human fetal islet line), insulin promoter-eGFP reporter, imaging; reporter expression induced with tamoxifen. inhibition, % at 2 µM. actives 0.9% (n = 130,000). AID 1273;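 active = inhibition above the mean plus 3 SD, with well images judged a real hit on visual review, cut at about 60% in these data, passing the limit was not always enough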
# sdo1 growth: sdo1-depleted yeast growth rescue; S. cerevisiae sdo1-depleted JHY4D growth rescue, OD600 30 h; active compounds read high; pdr5 snq2 efflux-pump mutant strain; z-score at 10 µM; actives 0.21% (n = 140,000); AID 817;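 active = z-score above 3 at both the 24 hr and the 30 hr optical density reads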;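 also: z-score against mean and SD of all compound wells on the same plate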
# sdo1 growth Rescue 24 h: second read-out of sdo1 growth, no call of its own (marks repeat the call); z-score; S. cerevisiae sdo1-depleted JHY4D growth rescue, OD600; measured here: growth rescue at 24 h;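 0 is the plate mean of compound wells and units are plate SD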
# An asterisk follows results filed as active; / = not tested or not shown.
Compound,Insulin prom inh,sdo1 growth,sdo1 growth Rescue 24 h
CCCCNC(=O)CSc1nc2cc3c(cc2c(=O)n1CCC(=O)NCCc1ccc(OC)c(OC)c1)OCO3,41,/,/
COCCn1c(=N)c(C(=O)NCc2ccco2)cc2c(=O)n3ccccc3nc21,-13,1.1,-0.12
CCOC(=O)C(C)C1(O)c2ccccc2-c2ncccc21 (stereo not drawn),/,1.4,1.2
CCOC(=O)N1CCN(CC(=O)c2c[nH]c3ccc(F)cc23)CC1,3,0.47,-0.4
CC(NC(=O)Cc1ccsc1)c1ccc(S(N)(=O)=O)cc1 (stereo not drawn),-14,0.06,-0.7
Cc1c(Cl)cccc1N(CC(=O)N1CCCCCC1)S(C)(=O)=O,15,0.26,0.91
O=C(CSc1ncnc2scc(-c3ccc(F)cc3)c12)c1ccc2c(c1)OCCO2,40,-0.48,-0.14
CN1CCN(C(=O)CSc2nc(-c3cccs3)ccc2C#N)CC1,-36,-0.33,-1.1
CCOc1cccc2cc(C(=O)Nc3ccccc3-c3ccccc3)c(=O)oc12,64,-0.32,-0.24
CCCc1[nH][nH]c(=O)c1C(c1ccc(Cl)cc1)C(C#N)C#N (stereo not drawn),57,-0.35,-0.96
O=C(CCc1ccc(S(=O)(=O)N2CCOCC2)cc1)NN=C1CCCCCCC1,-53,2.2,2.4
CCC(CC)C1C(C#N)=C(N)SC(N)=C1C#N,11,-0.2,-0.92

# Some of these compounds in order of their number in Insulin prom inh, falling:
Compound,Insulin prom inh,sdo1 growth,sdo1 growth Rescue 24 h
CCCCNC(=O)CSc1nc2cc3c(cc2c(=O)n1CCC(=O)NCCc1ccc(OC)c(OC)c1)OCO3,41,/,/
O=C(CSc1ncnc2scc(-c3ccc(F)cc3)c12)c1ccc2c(c1)OCCO2,40,-0.48,-0.14
Cc1c(Cl)cccc1N(CC(=O)N1CCCCCC1)S(C)(=O)=O,15,0.26,0.91
CCOC(=O)N1CCN(CC(=O)c2c[nH]c3ccc(F)cc23)CC1,3,0.47,-0.4

# (further entries)
Compound,Insulin prom inh,sdo1 growth,sdo1 growth Rescue 24 h
CC(NC(=O)C1CCCC1)c1ccc2c(c1)OCCO2 (stereo not drawn),-19,-0.17,-0.19
CCc1ccc2c(c1)C1(NN=C(c3cccc4ccccc34)S1)C(=O)N2 (stereo not drawn),-381,-0.7,-0.95
Cc1nn(CC(=O)Nc2ccc(S(=O)(=O)N(C)C)cc2)c(C)c1[N+](=O)[O-],-17,-0.43,-1.2
Cc1nc(NC(=O)c2ccccc2)sc1-c1csc(Nc2ccc(Cl)cc2Cl)n1,38,-0.34,-0.25
O=C(CN(Cc1cccs1)S(=O)(=O)c1ccc(S(=O)(=O)N2CCCCC2)cc1)Nc1ccccc1,21,-0.37,0.25
COCc1[nH]nc2c1C(c1ccccc1F)C(C#N)=C(N)O2 (stereo not drawn),-12,0.39,0.94
O=C(NN=C1CCCCCCCCCCC1)c1ccccc1F,-53,1.4,1.8
Cc1sc2c(c1C)CN(C(C)(C)C)CN2C(=O)c1ccccc1,25,-0.64,-0.82
Cc1nc(N)c(Cc2ccccc2F)c(N)n1,29,/,/
CC(C)[C@H](NS(=O)(=O)c1ccccc1)C(=O)OCC(=O)Nc1ccccc1Sc1ccccc1,-16,-0.99,-0.47
Cc1cc(C)nc(NS(=O)(=O)c2ccc(N3C(=O)C4CC=C(Cl)CC4C3=O)cc2)n1 (stereo not drawn),33,0.66,-0.45
CN1CCc2c(sc3c2c(NCc2ccco2)nc2nnnn23)C1,/,0.23,-0.17

# The listing continues:
Compound,Insulin prom inh,sdo1 growth,sdo1 growth Rescue 24 h
CCOC(=O)c1cnc(-c2ccccc2)nc1N,95*,-0.03,-0.49
N[C@@H](Cc1ccccc1)c1nnc2sc(SCc3ccccc3)nn12,-41,-0.52,-0.18
Cc1ccsc1C1C(C#N)=C(N)OC2=C1C(=O)CC(C)C2 (stereo not drawn),-29,/,/
Cc1c(CC(Cl)(Cl)Cl)c2c(n1O)CC(C)(C)CC2=O,27,0.63,0.24
CCC(c1nnnn1C1CCCC1)N1CCN(c2cccc(OC)c2)CC1 (stereo not drawn),-8,/,/
CCN(CC)CCCN1C(=O)c2oc3ccccc3c(=O)c2C1c1cccs1 (stereo not drawn),-7,1.4,1.2
COCCCNC(=S)NCCCNc1nc2cc(C)cc(C)c2cc1C#N,-54,/,/
Cc1ccc2c(c1)c1c3n2CC(=C2C(=O)OC(C)(C)OC2=O)NC3CCC1 (stereo not drawn),-42,-0.83,-0.08
O=C(COC(=O)Cc1cccs1)Nc1ccccc1F,-22,0.45,-0.31
COc1ccc2c(c1)CCc1sc(NC(=O)c3ccco3)nc1-2,/,-1.5,-1.3
O=S(=O)(NCc1cn2ccsc2n1)c1cccs1,/,1.4,-0.34
Cc1nc(/C=C/c2ccccc2)cc(/C=C/c2ccccc2)n1,-29,-0.78,1

# A stretch from the list above:
Compound,Insulin prom inh,sdo1 growth,sdo1 growth Rescue 24 h
CCC(c1nnnn1C1CCCC1)N1CCN(c2cccc(OC)c2)CC1 (stereo not drawn),-8,/,/
CCN(CC)CCCN1C(=O)c2oc3ccccc3c(=O)c2C1c1cccs1 (stereo not drawn),-7,1.4,1.2
COCCCNC(=S)NCCCNc1nc2cc(C)cc(C)c2cc1C#N,-54,/,/
Cc1ccc2c(c1)c1c3n2CC(=C2C(=O)OC(C)(C)OC2=O)NC3CCC1 (stereo not drawn),-42,-0.83,-0.08
O=C(COC(=O)Cc1cccs1)Nc1ccccc1F,-22,0.45,-0.31

# Going on with the list:
Compound,Insulin prom inh,sdo1 growth,sdo1 growth Rescue 24 h
O=C(CN1CCCCCC1)OCCN=C1NS(=O)(=O)c2ccccc21,-23,1.1,0.93
CCOc1ccc(N2CSC3=C(C#N)C(c4ccco4)CC(=O)N3C2)cc1 (stereo not drawn),22,1.9,-0.71
O=C(O)c1nn(-c2cccc(Cl)c2)c(=O)cc1O,18,/,/
O=C(NCCc1nnc2ccc(NCc3ccc(F)cc3)nn12)c1ccccc1,6,/,/
COC(=O)c1sccc1NC(=O)C1CC=CCC1C(=O)O (stereo not drawn),-4,0.34,-0.02
CCCn1c(=N)n(CC(=O)OCC)c2ccccc21,13,0.08,-0.3
CC[n+]1c(/C=C/N(C)c2ccccc2)oc2ccc(Cl)cc21,/,0.95,0.83
Cc1nc2ccccc2n1CC(=O)N/N=C/c1cccnc1,-6,/,/
O=C(Cn1c(=O)oc2cc(S(=O)(=O)N3CCCC3)ccc21)Nc1cccc(C(F)(F)F)c1,/,-0.31,-0.03
Cc1ccc(NC(=O)/C=C/c2ccc([N+](=O)[O-])s2)c(C)c1,-179,0.38,1.5
CCOC(=O)c1c(-c2cccc([N+](=O)[O-])c2)csc1NC(=O)C1CCCCC1,/,0.18,-0.43
CC(C)N1CCC(N2CCN(Cc3cc4c(cc3Cl)OCO4)CC2CCO)CC1 (stereo not drawn),-61,/,/

# (listing goes on)
Compound,Insulin prom inh,sdo1 growth,sdo1 growth Rescue 24 h
O=C(COc1ccc(Cl)cc1Cl)Nc1ccccc1NS(=O)(=O)c1cccs1,37,/,/
O=C(Oc1cccc(-c2cnc3ccccc3n2)c1)c1ccco1,-5,-0.39,-0.1
O=S(=O)(c1cccc(C(F)(F)F)c1)N(CCCN1CCOCC1)Cc1cccs1,/,-0.96,-0.69
Cc1cc(C)n(CC(=O)N/N=C/c2cccc([N+](=O)[O-])c2)n1,-5,-0.41,-1.2
O=C1OC(Cc2ccccn2)C(O)=C1C1=NCCCCN1 (stereo not drawn),2,1.7,1.2
CC1CCN(C(=O)c2ccc(S(=O)(=O)N(C)C)cc2)C(C)C1 (stereo not drawn),27,-0.25,-0.48
S=C(Nc1cccc(Cl)c1Cl)Nn1cnnc1,/,1,-0.03
CC1CCN(S(=O)C23CC4CC(CC(C4)C2)C3)CC1 (stereo not drawn),-5,/,/
CCOc1ccc(C(=O)N/N=C/c2cccc3cccnc23)cc1,3,0.68,0.06
Cc1ccc(S(=O)(=O)NC2CCCCC2)c2nsnc12,50,-0.21,-0.83
O=C(CC1NCCNC1=O)Nc1ccc2c(c1)OCO2 (stereo not drawn),60,0.77,-0.91
O=C(Nc1ccc(F)cc1)c1ccc(-n2ccnc2)nc1,-64,-0.31,-0.82

# (further entries)
Compound,Insulin prom inh,sdo1 growth,sdo1 growth Rescue 24 h
Cc1sc2nc(C(C)C)nc(SCC(=O)N3CCN(C(=O)c4ccco4)CC3)c2c1C,62,-0.58,-0.21
N#C/C(=C(/O)CN1CCN(c2ccccc2F)CC1)c1nc(-c2ccc(Cl)cc2)cs1,43,-0.64,-0.89
CC1CCC(C(C)C)C(OC(=O)CSc2nccc(=O)[nH]2)C1 (stereo not drawn),19,-0.53,-0.93
COc1cc(NC(=O)Cn2c(=O)n(CC3CCCO3)c(=O)c3ccccc32)cc(OC)c1 (stereo not drawn),8,/,/
CC(C)=Cc1oc2ccc([N+](=O)[O-])cc2c1N1CCOCC1,58,/,/
CC(C)N1CC(O)=C(c2nc3ccccc3[nH]2)C1=N,-7,0.41,0.26
COc1ccc(CCNC(=O)CN2CCN(c3ccccc3Cl)CC2)cc1,-35,-0.67,-1.1
COc1ccc(C(=O)O/N=C(\N)c2ccncc2)cc1OC,7,0,-0.33
Cc1cc(C)c(S(=O)(=O)c2ccccc2C)c(Oc2ccccc2)n1,33,-2.1,-1.5
CCn1c(=O)cc(SCC(=O)N2CCOCC2)c2ccccc21,-83,0.1,-0.59
COc1ccc(CCN(C)c2ccc(S(=O)(=O)N3CCCC3)cc2[N+](=O)[O-])cc1OC,/,-0.71,-0.76
CCN1CCN(C(=O)c2ccccc2N(C)S(=O)(=O)c2ccc(C)cc2)CC1,-50,0.13,-0.76

# Remaining list, next part:
Compound,Insulin prom inh,sdo1 growth,sdo1 growth Rescue 24 h
COc1cc2c(cc1OC)CN(S(C)(=O)=O)CC2,/,0.78,0.41
CCC(C)Sc1nnc(-c2c[nH]c3ccccc23)n1CCOC (stereo not drawn),7,0.46,0.42
COCCNC(=O)C1CCC(Cn2c(=S)[nH]c3ccccc3c2=O)CC1 (stereo not drawn),12,1.2,-0.2
S=c1[nH]nc(-c2cccnc2)o1,/,0.58,0.69
CCOc1ccc(NC(=O)CSc2nnc(N)s2)c([N+](=O)[O-])c1,57,/,/
Cc1oc(C(=O)Nc2ccc(C(=O)O)cc2)cc1COc1ccccc1,-42,1.4,1.9
Cc1ncc([N+](=O)[O-])n1Cc1ccc(Cl)cc1,-17,/,/
O=C(c1ccc(Cl)c(S(=O)(=O)Nc2ccc(F)cc2)c1)N1CCN(c2ccccn2)CC1,-9,0.12,0.08
Cc1ccc(S(=O)(=O)N(Cc2ccccc2)c2ccccc2C(=O)Nc2ccccc2C(=O)NCc2ccco2)cc1,0,0.05,0.85
Cc1nn(C)c(Cl)c1CN1CCC(CO)(CCOc2ccccc2)CC1,9,/,/
O=C(/C(=N\Nc1ccc(Br)cc1)Sc1nnnn1-c1ccccc1)c1ccccc1,47,-0.91,0.15
Cc1n[nH]c(C)c1S(=O)(=O)N1CCC(C(=O)N2CCn3c2nc2ccccc23)CC1,52,0.55,-0.08

# Other structures follow.
Compound,Insulin prom inh,sdo1 growth,sdo1 growth Rescue 24 h
Cc1ccc2occ(-c3nn[nH]n3)c(=O)c2c1,0,0.78,0.74
O=C(O)Cc1nc2nc3c(c(=O)n2[nH]1)CCCC3,6,1.5,1.5
N#Cc1nc(Cc2cccc3ccccc23)oc1N1CCCCC1,/,-1.4,0.13
COC(=O)c1[nH]c2ccc(Cl)cc2c1NC(=O)Oc1ccccc1,5,-1.6,-0.34
O=C(O)C1CSCN1S(=O)(=O)c1cccc2nsnc12 (stereo not drawn),/,0.21,-0.17
CCOc1ccc(CCNC(=O)CCCN2C(=O)c3ccccc3C2=O)cc1OCC,15,1.5,2.2
COc1ccc(N(CC(=O)NC2CCCC2)C(=O)Cn2nnc(-c3ccc(F)cc3)n2)cc1OC,-38,-0.35,-1
CC(NC(=O)C1(C)CC1(Br)Br)C(C)(C)C (stereo not drawn),30,1.4,1.4
O=C(CSc1nccc(=O)[nH]1)Nc1ccc(S(=O)(=O)N2CCOCC2)cc1,13,0.6,0.3
Cc1ccc2nc(NC(=O)c3ccc(S(=O)(=O)N4CCCc5ccccc54)cc3)sc2c1,1,1.3,2
Cc1ccnc(SCc2cc(=O)c(OC(=O)c3cc([N+](=O)[O-])ccc3Cl)co2)n1,-11,0.73,-0.07
CCOC(=O)c1ccc(S(=O)(=O)NCC(C)(C)N2CCOCC2)cc1,-21,/,/

# Continued.
Compound,Insulin prom inh,sdo1 growth,sdo1 growth Rescue 24 h
CNC(=O)CSc1cnc2ccccc2n1,27,/,/
CC(=O)Nc1ccc(NC(=O)/C(Cl)=C/c2ccccc2)cc1,-7,-1.1,-0.56
CCCCN1C(=O)/C(=C(/C#N)C(N)=O)c2ccccc21,/,-0.17,-0.54
O=C(c1ccc(N2CCNCC2)cc1)c1cccnc1,0,-0.86,-0.27
CCOC(=O)c1nn(C23CC4CC(CC(C4)C2)C3)c2c1C(=O)N(c1ccc(C)cc1)C2=O,/,0.07,-0.13
Cc1cccc(OCC(=O)NNC(=O)C2CCCCC2C(=O)O)c1 (stereo not drawn),17,0.47,0.33
CCOC(=O)c1c(C)n(C)c2ccc(OCC(O)CN3CCC(C)CC3)cc12 (stereo not drawn),/,0.84,-0.05
NC(=O)c1ccsc1NC(=O)COC(=O)Cc1cccc2ccccc12,11,-1.4,-0.69
Cc1ccc(C)c(NS(=O)(=O)c2cc(Br)cnc2N)c1,/,-0.28,-0.42
O=C(Nc1ccccc1)N1CCSCC1,/,0.97,2.2
O=C1c2cccc3cccc(c23)C(=O)N1CCN1CCN(CC(O)COc2ccc3ccccc3c2)CC1 (stereo not drawn),-67,-1.7,-1
Cc1ccc(O)c(C(=O)c2cnc3c(c2)COc2ccc(C)cc2-3)c1,38,-0.69,-0.51
